# High-throughput results: PubChem BioAssay, several laboratories
# HSF1 inhib – HSF1 inhibition. 300,000 compounds, 0.77% hits. AID 2098. activity change, negative = inhibition, % at 7.5 µM (by protocol). NIH3T3-HGL HSE-luciferase, MG132-induced, luminescence 8 h; stronger effect = lower value;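 active means more than half of replicate wells show activity change below -50%, luminescence cut by over half; inconclusive means some wells, but at most half, below -50%; inactive means no replicate well below -50%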;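 further: luciferase reports HSF-1 transcriptional activity via heat shock element; 0% = median of DMSO wells and -100% = zero luminescence signal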
# SKKanGAS inh – blocks kanamycin growth of S. pyogenes SKKanGAS strain. inhibition, % at 7.5 µM. BacTiter-Glo, 6 h. 300,000 compounds, 1.3% hits;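 active means mean replicate score, as percent of positive control median, at least 50; inconclusive means mean below 50 but one replicate at or above 50; inactive means mean and every replicate below 50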;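 further: strain carries kanamycin resistance gene driven by streptokinase promoter and grows in 40 µg/ml kanamycin; loss of luminescence reflects streptokinase promoter inhibition or plain growth inhibition; 0% = median of DMSO wells and 100% = positive control at its reference dose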
# HSF-1 act – increases HSF-1 driven luciferase reporter signal. NIH3T3-HGL HSF-1 luciferase reporter, MG132, 8 h; 100% = twice DMSO control signal. activation, % at 9 µM. 300,000 compounds, 1.7% hits. AID 504408;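 active means mean replicate activation of at least 50% with a set share of replicates each reaching 50%; inconclusive means only one of those two conditions met; inactive means mean below 50% and too few replicates reaching it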;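 further: 0% = median of the neutral control wells and 100% = twice that signal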
# Platelet DG rel – modulates dense granule release in human platelets. 300,000 compounds, 0.22% hits. human platelet-rich plasma, SFLLRN dense granule ATP release, luminescence. inhibition, %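 (compounds screened at 7.5 µM in platelet-rich plasma)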. AID 1663;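 active means mean replicate score, as percent of positive control, at or above 50; inconclusive means mean below 50 but at least one replicate at or above 50; inactive means mean and every replicate below 50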
# AI-2 QS modul – modulators of Vibrio harveyi AI-2 quorum sensing system. Vibrio harveyi JMH597 AI-2 luminescence/OD600 ratio, 9 h; stronger effect = lower value; strain lacks LuxN and CqsS sensors; 0 = neutral-control median. activity change, % at 7.5 µM. 300,000 compounds, 0.4% hits. AID 2094; in the data active means activity change below about -75%, passing the limit was not always enough; inconclusive means no clear call, values can overlap the other calls;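 further: luminescence divided by OD600 gain over 9 h not by final OD600 alone; inactives centre near 13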
# aSyn UTR inh – MLPCN primary screen, SNCA 5' untranslated region; 300,000 compounds, 0.82% hits; alpha-synuclein 5'UTR reporter, inhibitor activity; inhibition, % (tested at 7.5 µM); in the data active means inhibition above about 60%; inconclusive means no clear call, values can overlap the other calls;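 further: H4 neuroglioblastoma cells stably carrying SNCA 5'UTR luciferase fusion; 0% = DMSO wells and 100% = positive control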
# IEC-6 cytotox – counter-screen for KLF5 inhibitors: cytotoxicity in IEC-6 cells; IEC-6 cytotoxicity, luminescence viability; inhibition, % at 5 µM; 290,000 compounds, 0.78% hits; AID 1825; in the data active means inhibition above about 22%;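 further: 0% = plate median of test compound wells and 100% = cytotoxic reference compound wells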
# KLF5 inhibitor – inhibitors of KLF5 expression. DLD-1 KLF5 promoter-luciferase reporter, luminescence. inhibition, % at 5 µM. 290,000 compounds, 0.23% hits;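 active means inhibition above a per-plate limit of that plate's mean compound inhibition plus 3 SD, cut at about 60% in these data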;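 further: 0% = DMSO wells and 100% = LY294002 at 200 µM; higher means less KLF5 promoter-driven luciferase light; inactives centre near -14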
# HIF act – HIF pathway transcriptional activation; U2OS HRE-luciferase reporter, luminescence; normalized: DMSO 0%, desferrioxamine 100%; activation, % at 7.5 µM (by protocol); 300,000 compounds, 0.32% hits; AID 1910;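 active means mean activation of at least 10% of the iron chelator positive control signal, with at least half of replicates also reaching 10%; inconclusive means mean and replicate majority disagree about reaching 10%; inactive means mean and most replicates under 10%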
# HSP90 inh – inhibitors of HSP90 luciferase refolding in rabbit reticulocyte lysate; 290,000 compounds, 0.91% hits; luciferase refolding luminescence, 3 h; AID 1789; inhibition, % at 5.6 µM;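 active means inhibition above the screen-wide mean plus 3 SD, computed separately per campaign, cut at about 16% in these data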;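 further: 0% = DMSO wells and 100% = 60 µM geldanamycin wells; inhibitors lower the luminescence because luciferase stays unfolded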
# Active calls of the source: *; ? = inconclusive; . = no result given. Random draw from the library. Share with any hit: about 6%.
SMILES,HSF1 inhib,SKKanGAS inh,HSF-1 act,Platelet DG rel,AI-2 QS modul,aSyn UTR inh,IEC-6 cytotox,KLF5 inhibitor,HIF act,HSP90 inh
COc1cc(C(=O)NCCc2cn3ccccc3n2)cc(OC)c1OC,5,1,-19,-1,28,7,4,-51,-0.5,2
CN(C(=O)c1ccc(Br)o1)C1(C)CCS(=O)(=O)C1 (stereo unspecified),2,-4,-3,19,-5,3,-3,-30,0.2,3
C=CCN1C(=O)C2C(C(=O)NC3CCCC3)C3(C)C=CC2(O3)C1C(=O)NC1CCCC1 (stereo unspecified),-7,18,20,5,18,14,-2,-11,-0.1,-3
COC(=O)c1ccccc1NC(=O)c1ccc(NC(=O)C2CCCO2)cc1 (stereo unspecified),2,4,2,-4,14,-9,0,-14,0.8,-1
CCOC(=O)c1c(C)[nH]c(C)c1C(=O)CSc1nc2ccccc2c(=O)n1-c1ccccc1C,-3,-2,-4,3,31,24,2,-28,-0.1,-2
COc1ccc(CCNC(=O)NC23CC4CC(CC(C4)C2)C3)cc1OC,7,2,3,-10,15,25,2,-8,-0.3,-2
CC1Cc2ccccc2N1C(=O)CSc1nc2ccccc2o1 (stereo unspecified),52,-23,68*,15,18,-88,-2,-66,1.7,-2
CC(C1CC1)N(Cc1ccccc1)C(=O)NC(=O)c1cccc(F)c1 (stereo unspecified),-3,1,5,-1,9,3,-2,-14,1.0,-2
CC(C)(C)n1nc2c(c1NC(=O)c1ccc(C(F)(F)F)cc1)CS(=O)(=O)C2,-6,-2,7,3,23,10,1,-18,0.1,-4
CCOC(=O)C1=C(COC(=O)c2cccc(NC(C)=O)c2)NC(=O)NC1C (stereo unspecified),-1,-3,-12,5,37,14,.,.,0.1,.
Cc1ccnc(NC(=S)NC(=O)c2cncc(Br)c2)c1,-6,-7,13,0,21,-81,4,-45,0.5,-3
CC12CCC(=O)N1C(C(=O)N1CCN(c3ccccc3)CC1)CS2 (stereo unspecified),-6,0,-11,15,18,-21,.,.,0.0,.
COc1ccc(-n2c(Cc3cccn3C)nnc2SCC(=O)N2CCCC2)cc1,-7,-5,-7,-1,27,-16,-5,-14,0.0,-7
Cc1ccc2occ(CN3CCN(c4ccccc4)CC3)c(=O)c2c1,-1,-3,14,3,3,-11,-4,-16,-0.2,-2
c1ccc(OCCCCN2CCOCC2)cc1,-6,4,8,6,5,-10,4,5,0.1,8
CCOCCCN1CC(=O)N2[C@@H](Cc3c([nH]c4ccccc34)C2(C)C)C1=O,2,2,1,4,5,13,12,-17,0.8,9
CCc1ccc(CN2CCN(S(=O)(=O)Cc3ccccc3)CC2)cc1,-8,4,-5,0,20,-7,0,1,0.0,-1
N#CCCN(C(=O)COC(=O)C1CCN(S(=O)(=O)c2ccc3c(c2)OCCO3)CC1)c1ccccc1,-1,1,20,-4,.,4,.,.,-0.2,.
COc1ccc(Cn2c(=O)oc3ccccc32)cc1F,1,0,10,-1,6,12,2,4,-0.5,2
CCN1C(=O)NC(c2cc(Br)ccc2OC)C(C(=O)OC)=C1C (stereo unspecified),30,2,32,-13,18,1,7,-35,-0.5,1
Cc1cccnc1NC(=O)CNC(=O)C12CC3CC(CC(C3)C1)C2,-4,7,-14,-1,26,6,.,.,-0.1,.
O=C(Nc1ccc(-c2nc3ccccc3o2)cc1)c1ccc(N2CCOCC2)c([N+](=O)[O-])c1,-8,34,-1,1,30,-13,1,-22,-0.2,0
O=C(Cc1cccc2ccccc12)NCCc1ccccc1,-11,4,-24,2,4,1,-3,-40,-0.6,-3
CN(Cc1ccc(Cl)cc1Cl)C(=O)c1cc(=O)c2ccccc2o1,6,-1,22,-3,19,1,-2,0,-0.1,0
COc1ccc(/C=C/C(=O)c2cc(F)ccc2OC(=O)c2ccccc2C)cc1OC,-2,-15,-3,-4,26,82*,88*,68*,-32,2
CCNC(=O)CCSc1nnc(-c2ccncc2)o1,-1,4,-12,2,13,-3,1,-2,0.2,-1
Cc1ccccc1OCCn1c(C)nc2ccccc21,2,4,-6,1,8,-8,9,-24,1.6,4
C/C(=N\NC(=O)c1ccc(Cn2cc(Br)cn2)o1)c1ccc(NC(=O)c2ccoc2C)cc1,18,20,22,7,25,-77,7,-78,4.6,4
Cc1ccccc1Cn1ccc(NC(=O)c2cc3ncc(Br)cn3n2)n1,-1,0,-3,-3,17,-5,-2,-1,0.2,1
CCCNS(=O)(=O)c1cccc(C(=O)OCc2cc(=O)oc3cc(OC)ccc23)c1,-17,10,-16,-5,13,-97,62*,43,-0.2,0
O=C(COc1ccccc1-c1ccccc1)c1ccccc1,1,1,1,12,1,15,-3,-16,-0.3,-1
CCOC(=O)n1c(=O)n(Cc2ccc(Cl)c(Cl)c2)c2ccccc21,6,18,23,2,16,24,5,9,0.0,0
C=CC[C@]12CC=CC(=O)[C@@]1(O)O[C@H](c1ccc(OC)c(OC)c1)[C@H]2C,26,0,23,-1,5,-94,.,.,-0.3,.
O=C(CN1C(=O)c2ccccc2S1(=O)=O)Nc1ccc(S(=O)(=O)N2CCCCCC2)cc1,4,-4,6,1,-71,3,-5,-31,-0.7,1
CC1(C)NC(=O)N(CC(=O)Nc2cc(C(F)(F)F)cc(C(F)(F)F)c2)C1=O,-7,-5,2,17,11,6,1,-53,0.0,-3
O=C(Nc1ccn(-c2ccccc2)n1)c1ccccc1Br,.,-3,.,14,24,-161,-1,-100,1.9,2
C/C(=N\NC(=O)c1c([N+](=O)[O-])c(C)nn1C)c1ccc(NC(=O)c2ccc(C)o2)cc1,9,-2,14,3,34,-104,-3,-53,2.6,-1
O=C(c1ccc(COc2ccccc2[N+](=O)[O-])o1)N1CCCCC1,15,-2,22,-2,50,-61,1,-21,1.0,-4
CC1c2nc3ccccc3n2C(CC(=O)NC2CC2)C(=O)N1Cc1ccccc1 (stereo unspecified),1,-13,-7,-8,1,3,-1,-15,0.6,0
Nc1nc(COc2ccccc2C=O)nc(Nc2ccccc2)n1,5,-3,24,3,18,-119,14,-26,3.8,1
Cc1cc([N+](=O)[O-])ccc1N1C(=O)c2ccc(C(=O)Nc3ccccc3C(=O)O)cc2C1=O,2,7,-6,-1,0,4,0,-13,-0.9,2
CC(C)(C)OC(=O)NCCc1n[nH]c(=S)o1,0,0,8,-1,27,11,-3,0,0.0,2
Cc1ccc(-c2c(CC(=O)O)c(C)nc3sc4c(c23)CCCC4)cc1,0,6,9,-3,10,5,-4,-33,0.2,1
CCCCn1c(N)c(N(CC(C)C)C(=O)C2CC(=O)N(CCc3ccccc3)C2)c(=O)[nH]c1=O (stereo unspecified),-8,19,3,1,6,-6,-3,-17,0.5,0
Cc1nn(CCC(=O)NNC(=S)Nc2ccc(F)cc2)c(C)c1[N+](=O)[O-],-8,-3,22,-1,19,2,-6,-6,-0.2,-1
CC1CCC2C(C1)OS(=O)(=O)NC2(C)C (stereo unspecified),-2,-2,4,-3,0,3,-2,-11,0.0,3
COc1cc(OC)cc(C(=O)N/N=C/c2ccc(OC)c(COc3ccc(F)cc3)c2)c1,-7,25,3,-5,3,-45,65*,41,0.3,1
COc1ccc(C(=O)NNC(=O)Cc2nc3nc(C)cc(C)n3n2)cc1,-5,1,5,-2,20,5,6,-37,-0.6,1
Cc1cccc(N2CCN(C(=O)CCNS(=O)(=O)c3ccc4c(c3)oc(=O)n4C)CC2C)c1 (stereo unspecified),-1,-4,-15,3,5,22,-11,-2,-0.7,1
CN(C1CCCCC1)S(=O)(=O)c1ccc(S(=O)(=O)N(CC(=O)Nc2ccccc2)C2CC2)cc1,12,6,8,3,18,20,1,-37,0.0,4
COc1ccc(CCC(=O)Nc2ccc(S(=O)(=O)Nc3nccc(C)n3)cc2)cc1,5,3,-22,6,-1,9,4,8,2.0,4
O=C(NCc1ccco1)C(c1ccccc1)N(C(=O)Cc1cccs1)c1ccccc1F (stereo unspecified),-4,-20,3,-1,22,-2,-1,-3,0.0,8
O=C(NCc1ccccn1)c1ccccc1OCc1ccc(F)cc1,1,-5,0,.,16,-5,.,.,0.8,.
O=S(=O)(N/N=C/c1ccc2c(c1)OCCO2)c1ccc(Cl)cc1,-21,4,-28,6,19,-23,-5,-31,-0.5,-2
O=S(=O)(c1cc(Cl)ccc1Cl)N1CCC2(CC1)OCCO2,-72*,0,-78,-2,14,-4,7,3,-0.2,2
CN1CCN(C(=O)/C=C/c2c(F)cccc2Cl)CC1,1,0,-4,-9,8,-68,0,-39,1.0,-6
CSc1n[nH]c(=O)n1-c1ccc(Cl)cc1,-6,1,5,9,10,10,0,-21,0.0,5
CCOC(=O)c1c(NC(=O)COC(=O)CNC(=O)c2ccco2)sc(C(C)=O)c1C,-7,2,-7,11,15,40,0,-37,-0.4,-1
CCOC(=O)c1cc(-c2ccccc2)sc1NC(=O)C(C)OC(=O)c1cccc(S(=O)(=O)N(C)C)c1 (stereo unspecified),-9,17,-8,3,9,26,0,-37,-1.2,-6
O=C(CSc1nnc(-c2cccc(F)c2)o1)Nc1nncs1,1,6,-7,13,9,-19,-4,-99,0.5,8

# (continued)
SMILES,HSF1 inhib,SKKanGAS inh,HSF-1 act,Platelet DG rel,AI-2 QS modul,aSyn UTR inh,IEC-6 cytotox,KLF5 inhibitor,HIF act,HSP90 inh
O=C(NC1CCCCC1)C(c1ccc(F)cc1)N(Cc1cccs1)C(=O)CN1C(=O)c2ccccc2S1(=O)=O (stereo unspecified),-4,0,17,-11,9,-6,-7,-4,-33,-4
COc1cc(OC)c(/C=N/NC(=O)c2ccc(Cn3nc([N+](=O)[O-])cc3C)cc2)c(OC)c1,-6,-1,-4,10,2,3,5,-8,-0.2,-1
c1ccc(-c2csc(Cc3nnc4n3CCCCC4)n2)cc1,-1,-1,10,-4,21,15,1,-30,0.5,3
O=c1cc(NCc2ccccc2)c2ccccc2o1,-1,-1,-1,0,13,29,2,-2,0.7,5
CC(=O)Nc1ccccc1NC(=O)C/C(C)=N/NC(=O)c1ccc([N+](=O)[O-])c(Cl)c1,-12,0,-6,16,9,4,-3,-11,0.1,-1
Cc1ccc(C2(C)NC(=O)N(CC(=O)Nc3ccc(Cl)c(S(=O)(=O)N4CCCCC4)c3)C2=O)cc1 (stereo unspecified),6,36,10,1,19,-8,.,.,-0.5,.
CCCN1CCN(C(=O)c2nn(-c3ccc(OC)cc3)c(=O)c3c2c2ccccc2n3C)CC1,-3,-20,6,1,7,-28,-4,-29,-0.1,2
O=C(C1CCCC1)N(c1ccccc1)C1C=CS(=O)(=O)C1 (stereo unspecified),-6,3,4,-1,27,7,1,-28,-0.1,-1
Cc1ccc(N/N=C/c2ccc3c(c2)OCCO3)cc1Cl,-18,-7,-24,?,3,-87,5,-65,1.0,6
Cc1cccc(N(CC(=O)Nc2ccc(F)cc2)S(C)(=O)=O)c1,-2,1,3,2,16,7,-3,11,-0.5,3
